Compound activity deposited in PubChem BioAssay by National Center for Advancing Translational Sciences (NCATS).
IMPase Li cell – qHTS Assay for Identifying the Cell-Membrane Permeable IMPase Inhibitors: Potentiation with Lithium. CHO-M1 cells, IP1 TR-FRET (IP-One), carbachol + lithium. Potency, µM (highest dose often 59.4 µM), without a hit: top-dose activity, negative = IMPase inhibition, most hits filed as inhibitors. 210,000 tested, 0.35% active. AID 1457, 2008;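 note: IP1 builds up when IMPase is blocked and the TR-FRET signal falls; plate controls were basal vehicle for no effect and high inhibitor control for full effect; nearly all actives have a fitted effect of over 50% in size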
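Readout is a homogeneous TR-FRET IP1 immunoassay (Ex 320, Em 665 and 620), where raised cytosolic IP1 lowers signal. Cells were CHO-M1 treated 30 min at 37C with test compounds plus a little lithium; AC50 values came from Hill-equation fitting.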
GAA glycogen mod – qHTS Assay for Inhibitors and Activators of Human alpha-Glucosidase Cleavage of Glycogen | Lysosomal alpha-glucosidase (Homo sapiens), P10253 | recombinant GAA, glycogen substrate, Amplex Red glucose oxidase fluorescence | Potency, µM (top dose mostly 76.4 µM), without a hit: top-dose activity change, negative = inhibition, hits mostly inhibitors | 300,000 tested, 0.38% active | AID 2100, 2009;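 note: 0% = full enzyme reaction and -100% = no-enzyme basal signal; the screen sought inhibitors and activators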
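Natural-substrate format: glycogen cleavage by 4 nM human enzyme, glucose read by Amplex Red coupling (Ex 573, Em 610 nm). Normalized to enzyme and no-enzyme controls.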
HTT ATP protect – qHTS Multiplex Assay to Identify Dual Action Probes in a Cell Model of Huntington: Cytoprotection (ATP); PC12 HTT-Q103 induced, cytoprotection, ATP luminescence, 40 h; Potency, µM (doses to about 56.4 µM), without a hit: cytoprotection (ATP increase), most hits filed as activators; 230,000 tested, 0.14% active; AID 1471, 2008;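 note: % of control where 0% means no effect; nearly all actives have a fitted effect of over 45% in size; toxic huntingtin expression switched on by the ecdysone agonist tebufenozide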
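Huntington model: PC12 line, ecdysone-inducible HTTQ103 exon1–GFP, tebufenozide 100 nM. Test articles in a dose series. Endpoint luminescence from cellular ATP.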
HTT aggregate – qHTS Multiplex Assay to Identify Dual Action Probes in a Cell Model of Huntington: Aggregate Formation (GFP); 220,000 tested, 1.1% active; PC12 HttQ103-GFP aggregates, Acumen cytometry, 40 h; AID 1688, 2009; Potency, µM (series often up to 46.1 µM), for the others: top-dose activity change, negative = inhibition, most hits filed as inhibitors; note: % is set by controls: 0 for no effect and ±100 for the full control effect; nearly all actives have a fitted effect of over 60% in size
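Compounds (qHTS titration) were added to PC12 cells expressing an ecdysone-driven HTT exon 1 Q103–GFP fusion after induction with 100 nM tebufenozide. Aggregate formation was measured as GFP objects in cell lysates.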
GAA spleen mod – qHTS Assay for Inhibitors and Activators of Human alpha-Glucosidase From Spleen Homogenate. human spleen homogenate, 4-MU-alpha-glucoside fluorescence. Potency, µM (top dose mostly 79.9 µM), for the others: at the highest dose activity change, negative = inhibition, most hits filed as inhibitors. 240,000 tested, 0.006% active. AID 2112, 2009;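 note: 0% = enzyme with vehicle and -100% = no enzyme basal signal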
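Compounds were titrated against alpha-glucosidase in spleen homogenate at pH 5.0, with 1 mM 4-methylumbelliferyl substrate for 40 min at 37 C. Reactions were quenched with pH 10 NaOH/glycine and fluorescence measured.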
RGS12 GoLoco inh – qHTS Assay for Inhibitors of RGS12 GoLoco Motif Activity (Red Fluorophore); Guanine nucleotide-binding protein G(i) subunit alpha-1 (Homo sapiens), P63096; 230,000 tested, 0.44% active; Gai1:RGS12 GoLoco peptide FP, rhodamine, 10 min; Potency, µM (highest dose often 61.6 µM), for inactives: at the top dose activity, negative = inhibition, hits mostly inhibitors; active = well fitted inhibition curve with a large enough effect, not every such curve was filed as active; inactive = no such curve, though single readings can be large or run the other way; note: % is set by controls: 0 for no effect and ±100 for the full control effect; nearly all actives have a fitted effect of over 30% in size; many of its hits are not listed in these tables
Target sequence (P63096 whole entry, looked up): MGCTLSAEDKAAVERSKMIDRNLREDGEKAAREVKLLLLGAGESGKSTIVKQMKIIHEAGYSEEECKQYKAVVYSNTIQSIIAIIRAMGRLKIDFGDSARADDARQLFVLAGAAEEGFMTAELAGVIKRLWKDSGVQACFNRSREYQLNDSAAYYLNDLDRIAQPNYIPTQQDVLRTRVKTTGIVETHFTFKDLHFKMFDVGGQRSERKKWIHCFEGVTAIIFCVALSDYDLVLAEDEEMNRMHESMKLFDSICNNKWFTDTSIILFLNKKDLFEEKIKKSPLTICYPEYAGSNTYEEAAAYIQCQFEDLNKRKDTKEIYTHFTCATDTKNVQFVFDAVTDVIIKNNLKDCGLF
GAA inh – qHTS Assay for Inhibitors of Human alpha-Glucosidase as a Potential Chaperone Treatment of Pompe Disease; purified human GAA, 4-MU-alpha-glucoside fluorescence; Potency, µM (highest dose often 76.9 µM), for the others: top-dose activity change, negative = inhibition, usual class: inhibitors; 200,000 tested, 0.005% active; AID 1466, 2008;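 note: plate controls were uninhibited enzyme wells for no effect and no-enzyme background for full effect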
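Endpoint fluorogenic read: 20 min room-temperature reaction of 4 nM human alpha-glucosidase with 400 uM 4-methylumbelliferyl-alpha-D-pyranoside, pH 5.0, quenched with 1M NaOH/1M glycine pH 10. AC50 from Hill modeling.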
An asterisk follows results filed as active; u = inconclusive; x = not tested or not shown; & = joins results of further samples; [ ] = dose if it differs, or a comment. Unless noted, calls come from the whole dose curve; as a rule, active = well fitted curve in the direction sought with a large enough effect; inconclusive = small, poorly fitted or top-dose-only effect, or another doubt; inactive = no such curve, though single readings can be large; an effect the other way counts as inactive or inconclusive. Potency is the fitted concentration of half-maximal effect.

1: Cc1cc(NC(=O)COC(=O)c2ccc(S(=O)(=O)N3CCCc4ccccc43)cc2)no1
2: CN1c2ccccc2-c2nc3ccccc3n2C1c1ccco1 (configuration not stated)
3: CCOC(=O)CCCNC(=O)COC(=O)c1cc(C)cc(C)c1
4: CCOc1ccc(-n2nnnc2SCC(=O)c2ccccc2)cc1
5: O=C(COC(=O)c1cc(S(=O)(=O)N2CCOCC2)ccc1Cl)Nc1ccc2c(c1)OCO2
6: Cc1cc(C)nc(Nc2ncc(O)n2-c2ccc(Br)cc2)n1
7: CC(=O)CNc1ccc(S(=O)(=O)N/N=C/c2ccccc2)cc1
8: O=C(O)CC1NC(=O)N(c2ccc(Cl)cc2)C1=O (configuration not stated)
9: CN(C)S(=O)(=O)c1ccc(/C(O)=C2/C(=O)C(=O)N(Cc3cccnc3)C2c2ccncc2)cc1 (configuration not stated)
10: CCCCN(C)C(=O)C(Cc1ccccc1)NS(=O)(=O)c1ccc2c(c1)CCC(=O)N2 (configuration not stated)

compound no.,1,2,3,4,5,6,7,8,9,10
IMPase Li cell,9%[38.3 µM],-4%[38.3 µM],0%,15%[38.3 µM],20%[38.3 µM],5%,1%,16%[38.3 µM],0%[38.3 µM],-2%[38.3 µM]
GAA glycogen mod,-7%,-4%,8%,4%,-5%,-2%,-1%,3%,-19%,-35%
HTT ATP protect,10%[10 µM],-21%,13%[10 µM],-127%[inhibitor],-5%[10 µM],x,15%,-11%,4%,-32%
HTT aggregate,5%,-16%,11%,-12%,-15%,x,17%,-17%,-6%,0%
GAA spleen mod,-8%,u,8%,-4%,-1%,6%,-2%,1%,-1%,-3%
RGS12 GoLoco inh,10%,-1%,2%,7%,0%,9%,8%,4%,-10%,11%
GAA inh,u,u,1%,3%,2%,-18%,1%,2%,2%,-2%

Entries listed so far with a halogen:
5: O=C(COC(=O)c1cc(S(=O)(=O)N2CCOCC2)ccc1Cl)Nc1ccc2c(c1)OCO2
6: Cc1cc(C)nc(Nc2ncc(O)n2-c2ccc(Br)cc2)n1
8: O=C(O)CC1NC(=O)N(c2ccc(Cl)cc2)C1=O (configuration not stated)

compound no.,5,6,8
IMPase Li cell,20%[38.3 µM],5%,16%[38.3 µM]
GAA glycogen mod,-5%,-2%,3%
HTT ATP protect,-5%[10 µM],x,-11%
HTT aggregate,-15%,x,-17%
GAA spleen mod,-1%,6%,1%
RGS12 GoLoco inh,0%,9%,4%
GAA inh,2%,-18%,2%

Other records.
11: CC1(C)CC(=O)C2=C(C1)N=C1c3ccccc3C(=O)C1C2c1ccc(Cl)cc1 (configuration not stated)
12: COc1ccc(N=C2NC(=O)/C(=C/C=C/c3ccccc3)S2)cc1
13: CCOc1ccc(OC(=O)C(CCS(C)(=O)=O)N2C(=O)c3ccccc3C2=O)cc1 (configuration not stated)
14: NCCCC[C@@H]1NC(=O)[C@H](CCC(=O)O)NC(=O)c2cc([N+](=O)[O-])cc(I)c2SC[C@@H](C(=O)NCC(N)=O)NC1=O
15: O=C(c1cccc(COc2cccc3ccccc23)c1)N1CCCC1
16: O=C(CNC(=O)c1ccncc1)N/N=C/c1cc(Br)ccc1OCc1ccccc1
17: O=C(N/N=C/c1ccccc1F)NC1CCCCC1
18: C=C(C)c1ccc(C(C)(C)NC(=O)NCc2ccco2)cc1
19: CCn1c(SCC(=O)Nc2cc(OC)ccc2OC)nnc1C1CCCCC1
20: COc1cc(NC(=S)NC(=O)c2ccc(C(C)(C)C)cc2)ccc1NC(=O)c1cccs1

compound no.,11,12,13,14,15,16,17,18,19,20
IMPase Li cell,13%,x,13%[38.3 µM],1%,7%,x,21%,39%[activator][38.3 µM],28%[38.3 µM],-1%
GAA glycogen mod,-5%,2%,-2%,7%,-4%,2%,-4%,2%,x,-2%
HTT ATP protect,17%[10 µM],-5%[10 µM],-38%,x,-4%[10 µM],-4%[10 µM],-5%[10 µM],8%,12%[10 µM],-22%[10 µM]
HTT aggregate,u,-4%[9.22 µM],6%[9.22 µM],-3%,-22%,-1%[9.22 µM],-1%,20%,0%,-21%
GAA spleen mod,-4%,11%,-9%,-9%,-4%,-1%,0%,1%,7%,1%
RGS12 GoLoco inh,16%,12%,5%,6%,8%,6%,3%,-6%,9%,0%
GAA inh,1%,x,-9%,3%,-5%,x,-7%,5%,-12%,-2%

3 compounds from above, arranged by heavy-atom count, rising:
18: C=C(C)c1ccc(C(C)(C)NC(=O)NCc2ccco2)cc1
15: O=C(c1cccc(COc2cccc3ccccc23)c1)N1CCCC1
20: COc1cc(NC(=S)NC(=O)c2ccc(C(C)(C)C)cc2)ccc1NC(=O)c1cccs1

compound no.,18,15,20
IMPase Li cell,39%[activator][38.3 µM],7%,-1%
GAA glycogen mod,2%,-4%,-2%
HTT ATP protect,8%,-4%[10 µM],-22%[10 µM]
HTT aggregate,20%,-22%,-21%
GAA spleen mod,1%,-4%,1%
RGS12 GoLoco inh,-6%,8%,0%
GAA inh,5%,-5%,-2%

(list continues)
21: O=C(c1ccc(F)cc1)c1c[nH]c(C(=O)NCCCN2CCOCC2)c1
22: CC(=O)N1CCN(c2ccc(S(=O)(=O)N3CCCCC3)cn2)CC1
23: Cc1ccccc1NC(=O)OCCN1CCN(Cc2ccccc2)CCC1=O
24: CCCc1ncc(C(O)c2ccc(OC)cc2)n1C (configuration not stated)
25: C/C(=N\NC(=O)c1ccc(C)cc1C)c1ccc2c(c1)Nc1ccccc1S2
26: COc1cc(C2C(C#N)=C(N)Oc3n[nH]c(-c4cccs4)c32)cc(OC)c1O (configuration not stated)
27: Cc1cc2ccccc2n1CCNC(=O)c1ccccc1
28: CN(C)C(=O)[C@]1(C)C[C@H]1[C@H](NC(=O)CNC(=O)[C@@H]1CCCN1C(=O)[C@]1(C)C[C@H]1[C@H](NC(=O)OCc1ccccc1)c1ccccc1)c1ccccc1
29: Cc1ccc(NC(=O)COC(=O)c2ccc([N+](=O)[O-])s2)c(C)c1
30: N#CC1=C(N)C(C#N)(C#N)C2(CCC3(CC2)OCCO3)C2CC3(CC=C12)OCCO3 (configuration not stated)

compound no.,21,22,23,24,25,26,27,28,29,30
IMPase Li cell,13%[38.3 µM],-3%,3%&5%,-10%[38.3 µM],0%,23%,u,-4%,7%,-4%[38.3 µM]
GAA glycogen mod,1%,-8%,6%,5%,u,18µM*,12%,x,14%,-1%
HTT ATP protect,18%[10 µM],36%[10 µM],-9%,-4%,7%[1.9 µM],10%[10 µM],-16%,-13%,2%[10 µM],-5%
HTT aggregate,-23%,-8%,4%,-7%,10%,1%[9.22 µM],-2%,x,-7%,3%
GAA spleen mod,-1%,-4%,-9%[119 µM],-6%,-2%,8%,-7%,-4%,-1%,-3%
RGS12 GoLoco inh,0%,-51%,-5%[88.7 µM],7%,5%,30%,1%,1%,10%,2%
GAA inh,-6%,u,7%,2%,2%,x,-1%,x,-1%,-3%

31: COc1ccc(-n2cc(-c3ccccc3)nc2SC)cc1
32: O=C(Nc1ccccc1)Nc1nc(-c2ccc(F)cc2)cs1
33: N#Cc1cnn2cc(CCN3CCOCC3)c(-c3ccc(F)cc3)nc12
34: CCOCC(=O)Nc1cccc(NC(C)=O)c1
35: Cc1cc(N2CCC(C)CC2)nc(-n2nc(C)cc2C)n1
36: Cc1sc2ncn(CC(=O)NCc3ccccn3)c(=O)c2c1S(=O)(=O)N1CCOCC1
37: CN(C)c1ccc(CN(C(=O)COc2ccc(Br)cc2)C2CCS(=O)(=O)C2)cc1 (configuration not stated)
38: Cc1nc(-c2ccccc2)sc1-c1nc(-c2ccccc2)ncc1S(=O)(=O)c1ccccc1
39: Cc1ccc(N2C(=O)N(CC(=O)NCc3ccccc3Cl)C(=O)C2C)cc1 (configuration not stated)
40: CNc1ncc(C(=O)c2ccc(Cl)c(Cl)c2)s1

compound no.,31,32,33,34,35,36,37,38,39,40
IMPase Li cell,3%,-2%,3%,2%[38.3 µM],11%,-1%,-8%[38.3 µM],7%[38.3 µM],3%,0%[38.3 µM]
GAA glycogen mod,-10%,-2%,-11%,8%,5%,1%,-16%,-2%,2%,16%
HTT ATP protect,11%[1.9 µM],-8%[10 µM],-27%,11%,3%[10 µM],6%[10 µM],-19%,-28%,6%[10 µM],-31%
HTT aggregate,4%,6%,11%,0%,-25%,-3%,-1%,-9%,-7%,-15%
GAA spleen mod,-3%,0%,2%,-5%,-3%,-2%,-13%,0%,2%,-11%
RGS12 GoLoco inh,10%,6%,-2%,4%,-2%,-1%,-18%,0%,3%,-3%
GAA inh,-3%,-3%,u,-8%,u,-1%,3%,-22%,-3%,-15%

41: CC(C)(C)c1ccc(N/N=C(\C#N)S(=O)(=O)C(C)(C)C)cc1
42: CN1C(=O)c2ccccc2Sc2ccc(NC(=O)NC3CC3)cc21
43: Cc1ccc2cc(CCNC(=O)c3cccc([N+](=O)[O-])c3)c(=O)[nH]c2c1
44: O=C(Nc1ncn[nH]1)c1ccc(Cl)c(S(=O)(=O)Nc2ccc(Cl)cc2)c1
45: Cc1cc(NC(=O)C2CCC2)n(-c2ccccn2)n1
46: Cn1ncc([N+](=O)[O-])c1C(=O)Nc1nc2ccccc2n1CCN1CCCCC1
47: C=CCN=C(NC#N)SCC(=O)NCc1ccccc1
48: CCOc1ccc2[nH]c(=O)c(CN(CCc3ccccc3)C(=O)N3CCOCC3)cc2c1

compound no.,41,42,43,44,45,46,47,48
IMPase Li cell,5%,-13%[38.3 µM],10%,-2%,-2%[38.3 µM],7.9µM*,-9%[38.3 µM],2%[38.3 µM]
GAA glycogen mod,3%,-2%,11%,1%,-2%,3%,2%,2%
HTT ATP protect,-46%[inhibitor],8%,-32%,6%[0.074 µM],2%,-13%,7%,-47%[inhibitor][10 µM]
HTT aggregate,u,-1%,-4%,15%,6%,4%,15%,-5%
GAA spleen mod,-17%,-5%,-3%,0%,-4%,-7%,-9%,-10%
RGS12 GoLoco inh,15%,5%,6%,15%,6%,2%,26%,-8%
GAA inh,-14%,1%,-1%,4%,1%,-2%,1%,12%

Values in list order from above.
Entries 23 to 26 in IMPase Li cell, in turn: 3%&5%, -10%[38.3 µM], 0%, 23%
Entries 23 to 26 in GAA glycogen mod, in turn: 6%, 5%, u, 18µM*
Entries 23 to 26 in HTT ATP protect, in turn: -9%, -4%, 7%[1.9 µM], 10%[10 µM]

Some of the compounds tested; rates above refer to the full screens.
